# D3 ag: agonists of human D3 dopamine receptor; P35462; D3R DiscoveRx beta-arrestin cells, luminescence, 90 min; max activation, %; hit rate 0.58% among 410,000; in the data active means max activation above about 30%; further: 0% is about no effect; mostly tested at two doses, the higher about 12 µM
# Target sequence (P35462 whole entry, looked up): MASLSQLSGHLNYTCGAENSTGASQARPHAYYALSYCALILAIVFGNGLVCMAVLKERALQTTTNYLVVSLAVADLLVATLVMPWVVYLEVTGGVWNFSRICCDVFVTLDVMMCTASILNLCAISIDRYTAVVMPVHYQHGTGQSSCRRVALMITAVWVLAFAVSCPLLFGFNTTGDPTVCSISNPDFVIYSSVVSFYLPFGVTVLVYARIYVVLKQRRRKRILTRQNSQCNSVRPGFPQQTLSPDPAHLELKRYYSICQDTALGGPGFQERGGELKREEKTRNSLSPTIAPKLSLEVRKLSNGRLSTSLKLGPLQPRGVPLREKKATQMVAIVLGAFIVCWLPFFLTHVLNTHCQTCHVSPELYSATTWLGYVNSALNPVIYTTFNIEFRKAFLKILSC
#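 Agonist mode: compounds and dopamine controls were applied to plated cells for 90 min at 37 degrees C after an overnight attachment at 1500 cells/well. Luminescent read-out followed 30 - 60 minutes at room temperature with DiscoveRx detection reagent.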
# EPAC2 agonist: agonists of human EPAC2 (RAPGEF4); AID 720711; Q8WZA2; Potency, µM (highest dose often 154 µM), inactives show at the top dose activation, actives largely listed as activators; EPAC2 activation, biochemical qHTS; response scale: 100% = 6.5 mM cAMP response; hit rate 0.079% among 360,000; further: potency means the concentration at half of the fitted maximal effect; nearly all actives have a fitted effect of over 50% in size
#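 Each well held 100 nM EPAC2, 250 nM RAP1B-BODIPY-GDP and 50 uM GDP. Fluorescence, read at 5-min intervals to 30 min, was referenced to a 6.5 mM cAMP positive control.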
# aSyn yeast inh: inhibitors of alpha-synuclein toxicity in yeast. Yeast expressing alpha-synuclein, growth rescue, BacTiter-Glo, 24 h. Potency, µM (series often up to 46.1 µM), for inactives: at the top dose growth rescue (activation), actives largely listed as activators. hit rate 0.14% among 370,000; further: potency means the concentration at half of the fitted maximal effect; % of control where 0% means no effect; nearly all actives have a fitted effect of over 65% in size
#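 Galactose-induced alpha-syn yeast (OD600=0.02, raffinose-pregrown) + pinned cpd, 24 hr, 30 deg C; growth by BacTiter-Glo luminescence. Growth restoration scores as activation.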
# TDP43 rescue: TDP-43 toxicity inhibition in yeast; TDP-43 expressing yeast growth rescue, BacTiter-Glo, 24 h; Potency, µM (highest dose often 46.1 µM), for inactives: at the highest dose growth rescue (activation), hits mostly activators; hit rate 1.8% among 410,000; AID 652104; further: potency means the concentration at half of the fitted maximal effect; % of control where 0% means no effect; nearly all actives have a fitted effect of over 50% in size
#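 Luminescence from BacTiter-Glo reports growth of TDP-43-expressing yeast after 24 hr at 30 deg C with compound. Cells were raffinose-pregrown to mid-log, then seeded in galactose medium at OD600=0.02.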
# EPAC2 antag: EPAC2 (human) antagonism; Q8WZA2; EPAC2 GEF exchange of Rap1B-BODIPY-GDP, fluorescence; Potency, µM (series often up to 114 µM), for inactives: at the top dose activity, negative = inhibition, hits mostly inhibitors; hit rate 0.18% among 360,000; AID 720708; further: potency means the concentration at half of the fitted maximal effect; on the % scale 0 is the no-effect control and ±100 the full control effect; nearly all actives have a fitted effect of over 45% in size; many of its hits are not listed in these tables
# Abeta yeast res: restores growth of yeast expressing A-beta42 peptide; yeast expressing A-beta42, growth rescue, OD600, 48 h; response scale: 0% DMSO, 100% iron-clioquinol control; Potency, µM (series often up to 46.1 µM), for inactives: at the highest dose growth rescue, usual class: activators; hit rate 0.063% among 410,000; AID 1347071; further: potency means the concentration at half of the fitted maximal effect; nearly all actives have a fitted effect of over 55% in size
#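 Yeast growth medium received pinned compounds, then yeast cells expressing toxic A-beta were added; plates incubated at 30 C for 48 hr. Growth read as absorbance at 600 nm, normalized to DMSO and equimolar FeCl3 plus clioquinol controls.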
# DRD3 antagonist: antagonists of human D3 dopamine receptor; P35462; D3R cells, DiscoveRx beta-arrestin luminescence, antagonist mode; hits give low values; max response, negative = inhibition, %; hit rate 2.5% among 360,000; AID 652054; in the data active means max response below about -50%; inconclusive means no clear call, values can overlap the other calls; further: on the % scale 0 is the no-effect control and ±100 the full control effect; mostly tested at two doses, the higher about 12 µM
#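 Cells expressing the human receptor were seeded at 1500 cells/well, incubated overnight at 37 degrees C in 5% CO2, then exposed to library compounds with dopamine controls for 90 minutes at 37 degrees C before luminescent detection.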
# FUS suppressor: rescues growth of FUS-expressing yeast; S. cerevisiae FUS-expressing, growth rescue, OD600, 24 h; Potency, µM (doses to about 76.6 µM), inactives show at the highest dose growth rescue (activation), most hits filed as activators; hit rate 0.24% among 390,000; AID 1347120;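 further: potency means the concentration at half of the fitted maximal effect; plate controls were DMSO vehicle for no effect and reference control for full effect; nearly all actives have a fitted effect of over 55% in size; some results filed as inactive show a strong effect at the top dose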
#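 FUS-expressing yeast, raffinose-pregrown, induced in 2% galactose minimal medium at OD 0.005; compounds in a dilution series, 24hr at 30C. Growth restoration read as absorbance at 600 nm. CP55940 positive control, DMSO negative.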
# Active calls of the source: *; ? = inconclusive; · = not tested or not shown; & = joins results of further samples; [ ] = dose if it differs, or a comment. Unless noted, the call rests on the fitted dose curve; in most records, active means well fitted curve in the direction sought with a large enough effect; inconclusive means small, poorly fitted or top-dose-only effect, or another doubt; inactive means no such curve, though single readings can be large; an effect the other way counts as inactive or inconclusive. The list is partial; the hit share may differ from the screen's.
Compound	D3 ag	EPAC2 agonist	aSyn yeast inh	TDP43 rescue	EPAC2 antag	Abeta yeast res	DRD3 antagonist	FUS suppressor
CCC(=O)Nc1nonc1-c1nc2ccccc2n1Cc1ccccc1	0	12%	1%	10%	7%	5%	5	-18%
CCc1ccc(C(C)NC(=O)Cc2ccc(F)cc2)cc1 (stereo not given)	-4	0%	3%	-13%[0.397 µM]	-3%	-5%	9	-8%
O=C(CCNS(=O)(=O)c1ccc2nsnc2c1)N1CCN(c2ccncc2)CC1	13	10%	-5%	1%	2%	-4%	-11	-8%
Cc1ccnn1CC(=O)N/N=C/c1ccco1	-6	1%	·	-14%	0%	-10%	-11	1%
O=C1CC(Sc2ncccn2)C(=O)N1c1ccccc1C(F)(F)F (stereo not given)	2	1%	-7%	-9%	8%	2%	-3	18%
CN(C)c1cccc2c1c(NC(=O)Nc1ccc(F)cc1F)nn2C	-3	5%	-1%	7%	0%	-4%	42	11%
COc1ccccc1NC(=O)N(C)C[C@H]1OCc2cn(nn2)CCCC(=O)N([C@@H](C)CO)C[C@@H]1C	0	15%	8%	30%	0%	-1%	17	-35%
Cc1ccc(C(=O)Nc2nnc(-c3ccco3)o2)cc1C	-7	8%	7%	19%	5%	18%	-29	-3%
CCn1cc(S(=O)(=O)Nc2ccc(C)c(Cl)c2)cn1	3	-4%	14%	15%	-10%	13%	-2	0%
Cn1cc(CC(=O)N2CCN(c3ccccc3F)CC2)c2ccccc21	-3	25%	21%	?	-27%	21%	-17	25%
O=C(NNC(=O)c1ccc([N+](=O)[O-])cc1C(=O)O)c1ccncc1	13	2%	1%	-5%	1%	-2%	2	13%
CCOc1ccc(S(=O)(=O)Nc2ccc(C(=O)NCc3ccncc3)cc2)cc1	3	4%	-7%[1.84 µM]	11%	-14%	-6%	7	6%
O=C(Nc1ccc(Br)cc1)N1CCc2ccccc2C1	-20	-2%	6%	-7%	-10%	9%	-12	-16%
CCOC(=O)C1=C(C)Nc2ccccc2N=C1NC(=O)C(CC)c1ccccc1 (stereo not given)	2	11%	2%	3%	-3%[57.1 µM]	-4%	0	1%
C=CCN(c1ccccc1)S(=O)(=O)c1ccc2c(c1)NC(=O)C(C)C(=O)N2 (stereo not given)	3	0%	0%	7%	-9%	3%	1	-2%
Cc1cc(C)cc(OCC(=O)N(Cc2ccccc2)C2CCS(=O)(=O)C2)c1 (stereo not given)	14	5%	0%	-16%	0%	-7%	3	28%
Cc1ccc(S(=O)(=O)c2nc(S(=O)(=O)c3ccccc3)sc2NCCCOC(C)C)cc1	-2	·	·	9%	·	5%	·	?
CCc1ccc2c(CN3CCN(S(=O)(=O)c4cccs4)CC3)cc(=O)oc2c1	-6	11%	14%	-17%	?	-12%	-75*	·
C[C@H](CO)N1C[C@H](C)[C@@H](CN(C)C(=O)Nc2ccc3c(c2)OCO3)Oc2c(NC(=O)C3CC3)cccc2C1=O	-13	1%	1%	-4%	-11%	9%	5	-2%
CC(=O)N/C(=C/c1ccc2c(c1)OCO2)C(=O)NCc1ccccc1	-20	13%	-4%	-5%[9.22 µM]	3%	-1%	-6	-2%
CNc1cncc(-c2cnn(CC(C)C)c2)n1	11	7%	0%	?	4%	7%	8	-6%
CCCCCn1c(-c2ccco2)nc2nc3ccccc3nc21	6	-83%[inhibitor][15.6 µM]	1%	6%	-4%	-11%	24	31%
C=CCNC(=O)/C(=C/c1cccc([N+](=O)[O-])c1)NC(=O)c1ccccc1	17	6%	-1%	-6%	7%	-1%	12	-11%
CCOC(=O)c1ccc(N2C(=O)CC(N3CCC(C(N)=O)(N4CCCCC4)CC3)C2=O)cc1 (stereo not given)	1	-2%	?	-7%	-3%	26%	-5	0%

# Two entries from above, with values under each structure.
# Screens in order – D3 ag, EPAC2 agonist, aSyn yeast inh, TDP43 rescue, EPAC2 antag, Abeta yeast res, DRD3 antagonist, FUS suppressor
> Cc1ccc(S(=O)(=O)c2nc(S(=O)(=O)c3ccccc3)sc2NCCCOC(C)C)cc1
→ -2, ·, ·, 9%, ·, 5%, ·, ?
> CCc1ccc2c(CN3CCN(S(=O)(=O)c4cccs4)CC3)cc(=O)oc2c1
→ -6, 11%, 14%, -17%, ?, -12%, -75*, ·

# Other entries
Compound	D3 ag	EPAC2 agonist	aSyn yeast inh	TDP43 rescue	EPAC2 antag	Abeta yeast res	DRD3 antagonist	FUS suppressor
Cc1cccc2c1-c1sc(C(=O)NCCCN3CCc4ccccc4C3)cc1CO2	-18	1%	1%	-15%	2%	-11%	-63*	25%
O=S(=O)(Nc1cccc(S(=O)(=O)N2CCCCCC2)c1)c1ccc(F)cc1F	4	11%	-5%	-6%	-1%	13%	-7	17%
CC(=O)N1CCSc2ccc(S(=O)(=O)NCCc3ccc(Cl)cc3)cc21	3	0%	-2%	3%	-7%	3%	-4	23%
CC1CCCC(NC(=O)c2ccc3snnc3c2)C1C (stereo not given)	1	7%	-1%	10%	20%	0%	-7	-21%
CCOc1ccc(C2=Nc3ccccc3C(c3ccc(N4CCOCC4)cc3)=NN2)cc1	10	-5%	-8%	11%	-2%	20%	-17	?
CN(C)N=C1c2cc(S(=O)(=O)N3CCOCC3)ccc2-c2ccc(S(=O)(=O)N3CCOCC3)cc21	-3	4%	-2%	-18%	6%	-12%	-21	·
COc1ccccc1N1C(=O)S/C(=C\c2cccs2)C1=O	5	0%	-7%	-16%	8%	-3%	10	14%
O=C(CN1CCCCCCC1)N/N=C/c1ccc([N+](=O)[O-])o1	-3	4%	6%	-2%	9%	-6%	-3	-3%
O=C(Nc1cccnc1)/C(N=Nc1c(Cl)cccc1Cl)=C(\O)c1ccccc1	2	1%	16%	24%	5%	-1%	-3	·
Cc1ccc2c(CC(=O)OCc3cc(=O)n4c(n3)sc3ccccc34)coc2c1	-1	-6%	0%	-13%	10%	-7%	0	14%
Fc1ccc(-n2cc(-c3ccccc3)c3c(N4CCOCC4)ncnc32)cc1	-11	22%	-1%	?	11%	-12%	?	?
CN1CCN(c2nc(-c3ccco3)cc(C(F)(F)F)n2)CC1	-32	6%	-1%	-21%	-14%	0%	-92*	?
CC(=O)c1cccc(NC(=O)NC(C)C2CCCO2)c1 (stereo not given)	-4	9%	0%	-3%	-6%	-5%	-16	3%
C=CCc1cccc2cc(C(=O)Nc3ccc(CC(=O)O)cc3)c(=O)oc12	4	-14%	5%	-8%	-20%	-2%	0	8%
CCOC(=O)c1c(NC(=S)Nc2ccc(OC)cc2)sc2c1CCCCC2	-5	17%	7%	-9%	-1%	-3%	-11	·
COc1ccc(N2CCN(CC(O)COc3ccc(C)cc3C)CC2)cc1 (stereo not given)	-7&-9	13%	-1%	-13%&12%	-16%	-33%&-16%[inhibitor]	-29	-10%&9%
CCOc1cc2c(cc1OCC)C(CC(=O)OC)N(C(=O)Nc1cc(OC)ccc1OC)CC2 (stereo not given)	-1	·	·	12%	·	8%	·	30%
CCOc1ccc(CN2CCC(n3nccc3NC(=O)CCCc3ccccc3)CC2)cc1	-2	10%	-18%	10%	4%	-1%	-55*	4%
CN1C(=O)C(=O)/C(=C(/O)c2ccccc2)C1c1ccc([N+](=O)[O-])cc1 (stereo not given)	-1	2%	1%	17%	-13%	-12%	0	-11%
CN(CC(=O)Nc1ccc(Cl)cc1)C(=O)CCC1CCCC1	-24	-2%	4%	-5%	-2%	9%	-24	5%
CN1CCC(N(C)C(=O)CCc2nc3ccccc3c(=O)[nH]2)CC1	30	0%	4%	-19%	-3%	5%	5	7%
O=C(NC1CCCC1)C(c1ccc(F)cc1)N1CCC(O)(c2ccc(Cl)cc2)CC1 (stereo not given)	-15	6%	0%	10%	-24%	-11%	-93*	-8%
COc1cccc(/C=N/Nc2ccc(Cl)nn2)c1	1	8%	-2%	15%	-4%	-12%	1	-17%
COCC(C)NC(=O)C1c2ccccc2Oc2ccccc21 (stereo not given)	-1	9%	5%	22%	-7%	10%	5	4%
Cc1ccc(SCc2cc(-c3ccc(Cl)cc3)on2)cc1	-5	20%	-3%	4%	-8%	6%	10	-12%
O=C(CN1C(=O)COc2ccc(S(=O)(=O)N3CCOCC3)cc21)NCc1ccc(Cl)cc1	-3	·	·	13%	·	-2%	·	-1%
CC[N+]1(CC)CC2CCC(C)(C1)C2(C)C (stereo not given)	1	6%	-3%	28%	6%	-2%	3	-43%
Cc1ccc(N=Cc2c(O)c3ccccc3oc2=O)c(C)c1	-3	-1%	-2%	2%	7%	-7%	1	20%
CCOc1ccc(NC(=O)CN(C)C(=O)c2cc(S(=O)(=O)N(C)C)ccc2N2CCCC2)cc1OCC	-3	4%	2%	-10%	-15%	-3%	9	·
O[C@H]1CN(CC2CCCCC2)[C@@H](c2ccccc2)C[C@@H]1n1cc(C2CC2)nn1	-6	21%	?	14%	-1%	7%	-21	-4%
O=C(CSc1cccc2cccnc12)OCC(=O)c1ccccc1	0	6%	1%	?	-8%	-2%	0	3%
COC(=O)C1C(O)=C(C=NCC(C)N=CC2=C(O)C(C(=O)OC)C(C)(C)CC2=O)C(=O)CC1(C)C (stereo not given)	-7	-5%	-8%	-13%	1%[57.1 µM]	5%	39	5%
Cc1ccccc1OCC(=O)NNC(=S)NC(=O)c1ccccc1[N+](=O)[O-]	4	6%	0%	0%	-1%	25%	-9	2%
CCCCCOC(=O)C1=C(C)NC(=O)NC1c1ccc([N+](=O)[O-])cc1 (stereo not given)	3	-5%	-1%	7%	-10%	8%	-15	5%
CCOc1ccc(NCC(=O)Nc2ccc(Cl)cc2C)cc1	6	6%	1%	-7%	0%	6%	18	25%
O[Si](CCCN1CCCCC1)(c1ccc(F)cc1)C1CCCCC1 (stereo not given)	-87	1%	2%&-2%	16%	24%	-4%	-110*	-8%
O=C(c1ccncc1)N(Cc1ccco1)Cc1cc2ccccc2[nH]c1=O	3	5%	3%	-12%	4%	13%	19	5%
CCOC(=O)N1CCC(NC(=O)c2ccc3c(c2)N(CC)CCS3)CC1	-10	2%	0%	-9%	37%[activator]	-15%	?	19%
COc1ccc(-c2ccc(C(=O)N3CCOCC3)c3occc23)c(C)c1	13	6%	?	10µM*	?	-12%	4	16%
